NS3 helicase inh – HCV NS3 helicase inhibition; inhibition, % at 10.9 µM; 290,000 compounds, 0.56% hits; NS3 helicase DNA unwinding, Cy5 molecular beacon fluorescence;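 active = inhibition above the mean of all tested compounds plus 3 SD, set per campaign, cut at about 35% in these data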;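 note: 0% = DMSO wells and 100% = thioflavine S control wells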
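System: HCV NS3 helicase fragment; control set: DMSO and thioflavine S; technique: Cy5 fluorescence at 0 and 60 min, beacon hairpin quenching; reagent: beacon DNA duplex substrate plus ATP; replicates: singlicate; schedule: 1 h reaction at 25 °C, ATP-initiated; medium: MOPS buffer pH 6.5 with MgCl2, DTT, Tween20, BSA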
UBC9 SUMO inh – blocks human SUMOylation mediated by UBC9; P63279; HTRF SUMOylation assay, SAE1/SAE2 + UBC9, in vitro; inhibition, % at 35 µM; 290,000 compounds, 0.36% hits; AID 2006; in the data active = inhibition above about 50%, passing the limit was not always enough; note: strong numbers were not always called active
Target sequence (P63279 whole entry, looked up): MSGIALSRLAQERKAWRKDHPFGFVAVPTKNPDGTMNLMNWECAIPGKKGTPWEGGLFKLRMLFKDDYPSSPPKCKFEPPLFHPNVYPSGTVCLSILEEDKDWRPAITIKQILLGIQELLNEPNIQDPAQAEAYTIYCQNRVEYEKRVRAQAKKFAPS
MEKK2wt PB1 HTS – raises or lowers MEK5 binding to wildtype human MEKK2 PB1 domain. Q9Y2U5. bead flow cytometry, Alexa488-MEK5 binding to MEKK2 WT; actives lie on both sides. binding response (% of control), % at 10 µM. 290,000 compounds, 1.1% hits; in the data active = binding response below about 67% or above about 130%
MEKK3 PB1 HTS – MEKK3-MEK5 PB1 interaction, increase or decrease | 290,000 compounds, 1.4% hits | Q99759 | AID 1529 | bead-based flow cytometry, Alexa488-MEK5 binding to MEKK3; actives lie on both sides; 0 = blocked by unlabeled MEK5, 100 = vehicle | binding response (% of control), % at 10 µM;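 active = binding response more than 3 SD above or below the average of its plate-row segment, actives on both sides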;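 note: Alexa488 bead fluorescence after subtracting the streptavidin-only scavenger bead signal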
Target sequence (Q99759 whole entry, looked up): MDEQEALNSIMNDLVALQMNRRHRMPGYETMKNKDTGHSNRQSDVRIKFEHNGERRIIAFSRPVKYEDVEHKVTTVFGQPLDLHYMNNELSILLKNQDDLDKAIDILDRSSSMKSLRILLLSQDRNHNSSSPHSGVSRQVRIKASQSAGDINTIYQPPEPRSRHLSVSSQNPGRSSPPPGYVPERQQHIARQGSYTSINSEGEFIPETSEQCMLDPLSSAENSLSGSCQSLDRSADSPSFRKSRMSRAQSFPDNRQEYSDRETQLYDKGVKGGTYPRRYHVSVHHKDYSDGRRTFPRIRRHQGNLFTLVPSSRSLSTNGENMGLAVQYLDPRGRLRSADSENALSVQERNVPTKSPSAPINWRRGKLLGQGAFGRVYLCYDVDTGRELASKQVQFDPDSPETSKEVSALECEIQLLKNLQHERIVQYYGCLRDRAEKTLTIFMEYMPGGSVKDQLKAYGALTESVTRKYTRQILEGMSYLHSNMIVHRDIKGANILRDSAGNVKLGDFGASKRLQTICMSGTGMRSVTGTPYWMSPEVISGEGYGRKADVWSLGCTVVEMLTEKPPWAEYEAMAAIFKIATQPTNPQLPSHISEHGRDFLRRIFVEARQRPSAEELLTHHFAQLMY
MEKK2 mut-MEK5 – signal of MEK5 binding to mutant human MEKK2 PB1 domain | AID 1530 | percent response, % at 10 µM | 290,000 compounds, 0.35% hits | bead flow cytometry, Alexa488-MEK5 binding to MEKK2 mutant; in the data active = percent response above about 24%, passing the limit was not always enough; note: inactives centre near 1; some results filed as inactive read as strong as hits
GalR3 antagonist – blocks the human galanin receptor 3; O60755; 360,000 compounds, 0.44% hits; HEK293 GalR3-CNG cAMP membrane potential fluorescence; galR3 body fused to GalR1 C-terminus; AID 651719; inhibition, % at 3 µM;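 active = inhibition above the screen-wide average plus 3 SD, cut at about 13% in these data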;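 note: forskolin and galanin both at EC90 stimulate the cells; cAMP rise reported by CNG channel membrane potential dye signal; 0% = forskolin plus galanin with DMSO and 100% = forskolin alone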
Target sequence (O60755 1-299 limits assumed): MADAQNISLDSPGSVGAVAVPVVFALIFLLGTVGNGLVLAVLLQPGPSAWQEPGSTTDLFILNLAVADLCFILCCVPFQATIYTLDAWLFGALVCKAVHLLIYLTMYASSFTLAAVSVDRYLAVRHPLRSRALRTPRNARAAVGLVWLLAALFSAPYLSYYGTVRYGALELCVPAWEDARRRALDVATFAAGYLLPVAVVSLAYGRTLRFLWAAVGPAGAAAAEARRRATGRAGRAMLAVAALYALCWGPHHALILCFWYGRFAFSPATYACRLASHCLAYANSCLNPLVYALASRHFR
CRFR2-BP ag – CRF-BP/CRF-R2 complex agonism; HEK293 CRF-R2/CRF-BP, calcium dye fluorescence (FLIPR); percent of saturating CRF peptide response; activation, % at 13.2 µM; 350,000 compounds, 0.46% hits;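 active = activation of at least 50%, plus an integration ratio under a set limit after plate pattern correction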;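 note: plate controls were neutral control wells without compound for no effect and CRF at EC100 for full effect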
CRFBP-R2 block – blocks CRF-induced signaling of the CRF-BP/CRF-R2 complex | HEK293 CRF-R2/CRF-BP, CRF-induced calcium fluorescence | inhibition, % at 11.8 µM | 350,000 compounds, 0.59% hits;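 active = inhibition of the ligand-induced calcium signal above about 50% at the single tested concentration, limit read from the data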
DNA FID counter – displaces DNA intercalator in HCV helicase counter-screen | DNA fluorescent intercalator displacement, fluorescence | inhibition, % at 7.9 µM | 290,000 compounds, 0.17% hits; in the data active = inhibition above about 37%;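 note: 0% = vehicle and 100% = reference compound; higher means more ethidium bromide displaced from hairpin DNA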
* = called active by the depositor; nt = not tested or not shown; [ ] = dose if it differs, or a comment. Only part of the results is shown; rates above refer to the full screens.

SMILES | NS3 helicase inh | UBC9 SUMO inh | MEKK2wt PB1 HTS | MEKK3 PB1 HTS | MEKK2 mut-MEK5 | GalR3 antagonist | CRFR2-BP ag | CRFBP-R2 block | DNA FID counter
CCOC(=O)c1cc2sc(C)cc2n1C(C)C(=O)OCC (centres undefined) | -4 | -23 | 95 | 96 | -1 | -5 | -0.8 | -8 | -14
Cc1nc2nc(COc3ccccc3)[nH]n2c(=O)c1Cc1ccccc1 | 10 | 3 | 87 | 92 | -6 | 1 | -0.7 | 11 | 0
C[N+]12CCCCC1[C@@H](CO)CCC2 (some centres undefined) | 3 | -9 | 108 | 106 | 5 | -3 | -0.7 | -7 | -2
C/C(Cn1nnc2ccccc21)=N\NC(=O)c1cccc(Br)c1 | 1 | 4 | 105 | 104 | 5 | -8 | 0.2 | 16 | -6
Cc1cccc(C)c1OCc1nc2ccccc2c(=O)n1/N=C/c1ccc(OCC(=O)O)cc1 | 6 | -10 | 96 | 96 | -3 | -8 | 1.0 | 26 | -12
O=C(COC(=O)CNC(=O)c1ccccc1)Nc1ccc(S(=O)(=O)N2CCCC2)cc1 | 3 | -16 | 103 | 110 | -4 | -6 | -0.8 | -22 | -10
COc1ccc(S(=O)(=O)Nc2cccnc2)c(C)c1C | -1 | 3 | 103 | 105 | 0 | -9 | 0.2 | 14 | -6
Cc1ccc(C)c(NC(=O)C2CCCN2C(=O)OC(C)(C)C)c1 (centres undefined) | -4 | 6 | 83 | 81 | -11 | 4 | 2.6 | -2 | -6
Cc1cc(C)nc(SC2CCOC2=O)n1 (centres undefined) | -5 | 8 | 100 | 95 | -10 | 2 | -0.6 | -4 | 0
O=c1cc(-c2c(O)c3ccccc3n(Cc3ccccc3)c2=O)[nH][nH]1 | 21 | -1 | 94 | 106 | -7 | -3 | -1.8 | -1 | -33
COc1ccc(OC)c(-c2c(=O)n(OCc3ccccc3Br)c3ccccc3[n+]2[O-])c1 | -9 | 1 | 99 | 100 | -2 | 0 | 1.1 | 19 | -19
C[C@H](NC(=O)N1CCn2c1nc1ccccc12)C(=O)NCc1ccc(F)cc1 | 1 | 2 | 105 | 100 | 7 | 0 | 1.7 | -14 | -34
COc1ccccc1N1CCN(C2CCCN(Cc3cccc(O)c3)C2)CC1 (centres undefined) | 6 | 1 | 106 | 104 | 5 | -2 | 0.2 | -8 | -1
Cc1cc(S(=O)(=O)n2[nH]c(=O)c(CCO)c2C)c(Cl)cc1Cl | -4 | 12 | 106 | 104 | 1 | -4 | 2.2 | -30 | -17
Cc1ccccc1-n1ncc(C(C)NC(=O)c2ccccc2)c1C (centres undefined) | 4 | -13 | 95 | 95 | -5 | -7 | -1.7 | 18 | -7
COCCOC(=O)C1=C(C)NC(C)=C(C(=O)OCCOC)C1/C=C/c1ccccc1OC | -6 | 11 | 87 | 90 | -15 | -4 | 0.7 | -11 | -47
COc1ccc(C(=O)Nc2cccc(NC(=O)c3ccc(OC)c(OC)c3)n2)cc1OC | -8 | 8 | 105 | 97 | 1 | -9 | -0.1 | -6 | -29
COc1ccc(CNc2nc(-c3cccnc3)nn2C(=O)c2ccco2)cc1 | -1 | 4 | 101 | 102 | -2 | 3 | 2.6 | -18 | 1
O=C(CNC(=O)c1ccc(N2C(=O)c3ccccc3C2=O)cc1)OCC(=O)c1cccc2ccccc12 | -1 | 12 | 4.0*[inhibitor] | 2.0*[inhibitor] | -8 | -5 | 0.9 | 14 | -6
O=C(C(c1ccccc1)N1CCOCC1)N1CCOCC1 (centres undefined) | -7 | -5 | 104 | 101 | 0 | -1 | 0.6 | -8 | -10
COc1ccc2cc(C(c3nnnn3C3CCCCC3)N3CCCCCC3)c3nnnn3c2c1 (centres undefined) | -2 | nt | nt | nt | nt | -1 | -0.5 | -2 | -4
O=C(COc1ncnc2ccccc12)NC1CCS(=O)(=O)C1 (centres undefined) | -2 | -2 | 104 | 100 | 10 | 6 | 3.3 | 2 | -1
CC(C)NC(=O)c1cc2c(=O)n3ccccc3nc2s1 | -10 | 5 | 103 | 100 | 5 | -8 | 0.7 | 16 | -6
O=C(Oc1ccc(-c2cnc3ccccc3n2)cc1)c1ccco1 | 5 | -8 | 103 | 102 | 2 | -6 | 0.0 | -12 | 3
Cc1ccc(NC(=O)c2cc(S(=O)(=O)N3CCOCC3)cs2)cc1 | -4 | -6 | 101 | 100 | 3 | -3 | -0.5 | -1 | -11
O=S(=O)(c1cccc2nsnc12)N1CCN(c2ccc(F)cc2)CC1 | -3 | -9 | 74 | 72*[inhibitor] | -10 | -5 | 1.6 | 1 | -1
CSc1cccc(NC(=O)CCCOc2ccc(Cl)cc2C)c1 | 9 | -61 | 109 | 106 | 4 | -4 | -2.0 | 8 | -9
N#Cc1ccccc1-c1ccccc1C(=O)N1CCCCC1 | 4 | 12 | 116 | 101 | 15 | -11 | 0.1 | 5 | -10
Cc1ccc(SC(CC(=O)c2ccc(C(C)(C)C)cc2)C(=O)O)cc1 (centres undefined) | 44* | 16 | 101 | 102 | -2 | 3 | -4.9 | -15 | -16
COc1ccc(C(=O)NCc2ccc3c(c2)cc(C)n3C)cc1OC | -14 | -2 | 99 | 99 | -3 | -4 | 0.8 | 4 | -29
CCCCOc1ccc(-c2c(C#N)c(N)nc(SCC(N)=O)c2C#N)cc1 | -45 | 1 | 106 | 114 | 16 | 2 | 0.8 | -1 | 1
O=C(C1CCCCC1)N1CCN(c2ccnc3cc(Cl)ccc23)CC1 | -14 | -20 | 93 | 96 | -6 | -2 | -4.1 | -2 | -19
CCN(CC)CCn1c(/N=C/c2cc(Br)ccc2O)nc2ccccc21 | -9 | -8 | 101 | 98 | 0 | 4 | 2.9 | -18 | 1
O=C(c1cc(F)c(F)cc1Cl)N1CCOCC1 | 4 | -2 | 99 | 100 | 0 | -5 | -0.7 | -3 | -1
O=C(NCc1ccccc1Cl)C1(S(=O)(=O)c2ccc(Cl)cc2)CC1 | -8 | -6 | 100 | 101 | -3 | -6 | -0.8 | -9 | -27
NC(=O)CSc1nnc(NC(=O)c2ccc(Br)o2)s1 | 13 | nt | 103 | 100 | 0 | 6 | -0.1 | 7 | -7
CCOC(=O)c1c(NC(=O)CSc2nnc(N)s2)sc(C)c1-c1ccc(C)cc1 | 2 | -12 | 105 | 104 | 9 | -3 | 1.2 | -22 | -9
COC(=O)c1ccc(S(=O)(=O)NNC(=O)COc2ccc(C)cc2)cc1 | 12 | 6 | 95 | 98 | -3 | -2 | -3.8 | 3 | -7
COc1ccc2c(c1)CC/C(=C/c1ccccn1)C2=O | 7 | -6 | 102 | 99 | 1 | -5 | 0.2 | 19 | -19
COCCNC(=O)Cn1cc(/C=N/NC(=O)c2ccc(Oc3ccc(O)cc3)cc2)c2ccccc21 | -3 | -13 | 104 | 102 | -3 | -4 | -0.8 | 10 | -11
N#Cc1nccnc1N1CCN(C(=O)Nc2ccccc2)CC1 | -2 | 9 | 97 | 96 | -6 | -3 | -0.6 | 3 | -3
Cc1cccc(OCC(=O)Nc2cc(NC(=O)COc3cccc(C)c3)cc(C(=O)O)c2)c1 | 41* | -10 | 99 | 102 | -1 | -3 | -0.8 | 5 | -21
O=C(CSc1nc(Nc2ccccc2)nc(N2CCOCC2)n1)Nc1cccc([N+](=O)[O-])c1 | -15 | -6 | 105 | 102 | 3 | -4 | -0.6 | -9 | -3
Cn1c(=O)c2c(ncn2CC(O)CNc2ccc(F)cc2)n(C)c1=O (centres undefined) | 11 | -6 | 86 | 89 | -24 | -3 | 2.2 | 3 | -8
Cc1cc(C)c(C(=O)N2CCCC(CNS(=O)(=O)N(C)C)C2)o1 (centres undefined) | 0 | 6 | 102 | 95 | -3 | 0 | 0.7 | -10 | -6

One compound at a time, as listed above:
Listed for O=C(C1CCCCC1)N1CCN(c2ccnc3cc(Cl)ccc23)CC1 → NS3 helicase inh: -14; UBC9 SUMO inh: -20; MEKK2wt PB1 HTS: 93; MEKK3 PB1 HTS: 96; MEKK2 mut-MEK5: -6; GalR3 antagonist: -2; CRFR2-BP ag: -4.1; CRFBP-R2 block: -2; DNA FID counter: -19
Listed for O=C(CSc1nc(Nc2ccccc2)nc(N2CCOCC2)n1)Nc1cccc([N+](=O)[O-])c1 → NS3 helicase inh: -15; UBC9 SUMO inh: -6; MEKK2wt PB1 HTS: 105; MEKK3 PB1 HTS: 102; MEKK2 mut-MEK5: 3; GalR3 antagonist: -4; CRFR2-BP ag: -0.6; CRFBP-R2 block: -9; DNA FID counter: -3

Carrying on.
SMILES | NS3 helicase inh | UBC9 SUMO inh | MEKK2wt PB1 HTS | MEKK3 PB1 HTS | MEKK2 mut-MEK5 | GalR3 antagonist | CRFR2-BP ag | CRFBP-R2 block | DNA FID counter
COc1ccc(OC)c(CNC(=O)C2CCCN(C(=O)N(C)C)C2)c1 (centres undefined) | -2 | -6 | 106 | 104 | 7 | -3 | -2.4 | 3 | 0
CC(=O)N(Cc1ccccc1)c1nc(-c2ccccc2)cs1 | -5 | -4 | 96 | 101 | -7 | 0 | 1.9 | -4 | -10
Cc1ccc(Nc2nc(N)c([N+](=O)[O-])c(NCCO)n2)cc1C | 7 | -2 | 99 | 103 | 2 | -5 | -0.4 | -39 | -5
O=C(NN=C1CCCCCC1)c1cccs1 | 1 | 17 | 98 | 102 | -2 | -3 | 2.5 | 5 | -12
CC(Sc1nc(-c2ccccc2)cc(C(F)(F)F)n1)C(=O)Nc1sc2c(c1C#N)CCC2 (centres undefined) | 4 | 11 | 94 | 99 | -5 | nt | 0.5 | -1 | -1
CN(C)c1ccc(C(=S)N2CCN(C(=S)Nc3ccccc3)CC2)cc1 | 7 | -4 | 99 | 104 | -6 | -3 | 2.9 | -4 | 3
Cc1ccccc1NC1=C/C(=N\S(=O)(=O)c2cccs2)c2ccccc2C1=O | 1 | 73* | 91 | 99 | -3 | -8 | -1.0 | -3 | 6
S=C(Nc1ccccc1)N1CCn2c1nc1ccccc12 | -6 | 19 | 97 | 103 | 3 | 0 | 1.3 | 10 | -4
COc1ccc(C)cc1NC(=O)c1ccc(-c2ccc(C(C)=O)cc2)o1 | 1 | 19 | 100 | 110 | -1 | nt | nt | nt | -10
CSc1ncc(C(=O)Nc2ccc(C(C)=O)cc2)c(-c2ccccc2)n1 | 8 | -6 | 101 | 97 | -5 | -7 | 0.1 | 23 | -24
Cc1c(Cl)cccc1NC(=O)CCC(=O)NNC(=O)c1ccco1 | 11 | 38 | 105 | 103 | 3 | -1 | -1.3 | 17 | 4
N#CCSCC(=O)Nc1ccc(Br)cc1 | -3 | 7 | 102 | 99 | 2 | -5 | -1.3 | 14 | 1
Cc1ccc(-n2nc3c(=O)n(CC(=O)NCCc4ccco4)nc(C)c3c2C)cc1 | 11 | nt | 101 | 102 | 8 | -5 | -5.0 | 2 | -23
Cc1cc(C)cc(NC(=O)c2ccc(CSc3nnc(C)s3)cc2)c1 | -5 | 21 | 106 | 108 | 7 | -3 | -2.3 | -47 | -19
Cc1ccc(-c2nc(NC(=O)CSc3nnc4scc(-c5ccccc5)n34)ns2)cc1 | nt | -4 | 100 | 92 | -1 | -1 | -1.5 | 35 | nt
Cc1cc(C)n(CCC(=O)N/N=C/c2c(O)ccc3ccccc23)n1 | -10 | 19 | 86 | 86 | -5 | -1 | -2.0 | -3 | -22
CCN1CCCC1CNC(=O)C(=O)NC(C)c1ccccc1 (centres undefined) | 0 | 8 | 86 | 94 | -8 | -3 | 0.8 | 10 | 1

Screening results: PubChem BioAssay, several laboratories
